High-throughput results: PubChem, several laboratories
PRMT1 inh = inhibitors of human PRMT1; recombinant PRMT1, activity-based probe fluorescence polarization; Q99873; actives 1.3% (n = 370,000); inhibition, % at 2.79 µM;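 active = inhibition above about 21% made by adding two undisclosed values, limit read from the data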
TCR-CD3 inh = inhibitors of human TCR-CD3 interaction; actives 0.37% (n = 360,000); TAMRA-labeled TCR probe fluorescence, biochemical; inhibition, % at 9.4 µM; in the data active = inhibition above about 19%;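 note: recombinant mutant TCR 2C K166C tagged with TAMRA read by polarization; 0% = receptor in buffer alone and 100% = receptor with positive control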
UHRF1 MBD2 ctr = human UHRF1 methylated DNA binding inhibitors. actives 0.75% (n = 370,000). inhibition, % at 4.4 µM. Q96T88. UHRF1 binding to methylated oligo, TR-FRET; in the data active = inhibition above about 21%;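 note: UHRF1 SRA domain binding a hemimethylated CpG hairpin DNA probe; 0% = median of test compound wells and 100% = reference inhibitor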
GC-B act = GC-B (human) receptor activation; HEK293-GC-B cells, CNP EC30, cGMP TR-FRET; 0% at EC30 CNP, 100% saturating CNP; activation, % at 10 µM; actives 0.11% (n = 370,000);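 active = activation at 10 µM reaching about 35% in either raw or pattern-adjusted values, limit read from the data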
NPR1 activator = GC-A (human) enzyme activation. P16066. HEK293 GC-A cells, cGMP TR-FRET, EC30 ANP; 0% at EC30 ANP, 100% saturating ANP. activation, % at 10 µM. actives 0.14% (n = 370,000). AID 1671463; in the data active = activation above about 40%
ABHD4 inh = ABHD4 (mouse) inhibition, primary FP screen; Q8VD66; purified mABHD4, FP-Rh probe fluorescence polarization; inhibition, % at 8.92 µM; actives 0.54% (n = 370,000); AID 720543;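 active = inhibition exceeding the mean over every tested compound plus 3 SD, cut at about 30% in these data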;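 note: 0% = plate median of compound wells and 100% = S159A mutant with DMSO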
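Doses – 8.92 µM, single dose · Material – wild-type mouse ABHD4 protein · Replication – single well per compound (singlicate) · Measure – percent inhibition of probe binding, normalized to plate controls · Schedule – 45 min compound pre-incubation plus 60 min probe step, 25 °C · Detection – fluorescence polarization with parallel and perpendicular emission, 525/598 nm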
SIAE primary = blocks human sialic acid acetylesterase; Q9HAT2; SIAE FP-Rh probe binding, fluorescence polarization; inhibition, % at 9.66 µM; actives 0.69% (n = 370,000); AID 1053197;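 active = inhibition above a cutoff: mean of compounds within the control limits plus 3 SD of those, cut at about 17% in these data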;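 note: 0% = plate median of compound wells and 100% = probe without SIAE protein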
Target sequence (Q9HAT2 whole entry, looked up): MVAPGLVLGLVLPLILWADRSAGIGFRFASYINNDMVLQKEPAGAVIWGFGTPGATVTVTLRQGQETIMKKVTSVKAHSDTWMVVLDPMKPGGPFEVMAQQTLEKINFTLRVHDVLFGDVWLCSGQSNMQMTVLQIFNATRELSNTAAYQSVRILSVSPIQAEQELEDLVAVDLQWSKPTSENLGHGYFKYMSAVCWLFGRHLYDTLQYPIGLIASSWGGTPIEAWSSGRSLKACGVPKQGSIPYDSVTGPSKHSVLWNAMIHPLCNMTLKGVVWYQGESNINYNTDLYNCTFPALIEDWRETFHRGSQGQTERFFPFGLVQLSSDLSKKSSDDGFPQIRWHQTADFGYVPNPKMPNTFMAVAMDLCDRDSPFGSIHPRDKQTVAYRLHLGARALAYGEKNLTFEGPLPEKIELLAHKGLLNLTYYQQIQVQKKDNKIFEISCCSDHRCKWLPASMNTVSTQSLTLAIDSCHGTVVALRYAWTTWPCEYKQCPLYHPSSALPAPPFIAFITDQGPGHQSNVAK
MBD2 DNA inh = blocks human MBD2 binding to methylated DNA | TR-FRET, MBD2 binding to methylated oligonucleotide | inhibition, % at 4.4 µM | actives 0.31% (n = 370,000) | AID 686964; in the data active = inhibition above about 13%
Target sequence (Q9UBB5 whole entry, looked up): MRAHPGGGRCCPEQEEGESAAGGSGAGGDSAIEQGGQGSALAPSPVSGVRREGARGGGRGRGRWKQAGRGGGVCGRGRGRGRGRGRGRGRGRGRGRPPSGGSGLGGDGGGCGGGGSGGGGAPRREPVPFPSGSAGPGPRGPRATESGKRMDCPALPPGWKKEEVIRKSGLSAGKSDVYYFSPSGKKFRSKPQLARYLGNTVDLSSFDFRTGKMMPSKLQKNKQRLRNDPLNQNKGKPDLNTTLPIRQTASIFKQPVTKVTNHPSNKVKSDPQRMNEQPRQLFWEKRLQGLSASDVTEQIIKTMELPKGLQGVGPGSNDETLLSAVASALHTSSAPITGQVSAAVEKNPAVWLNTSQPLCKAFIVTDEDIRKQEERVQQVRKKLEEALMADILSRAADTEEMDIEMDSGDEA
HTRA1 inhibitor = inhibitors of human serine peptidase HTRA1; AID 504803; recombinant HTRA1, FP-rhodamine activity-based probe, fluorescence polarization; inhibition, % at 5.96 µM; actives 0.5% (n = 340,000); in the data active = inhibition above about 36%;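 note: 0% = enzyme with DMSO and 100% = wells lacking enzyme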
rCAG binder = r(CAG) repeat RNA binding; TO-PRO-1 dye displacement fluorescence; inhibition, % at 3 µM; actives 1.3% (n = 370,000);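 active = inhibition above the plate cutoff, the mean of all test compounds on that plate plus 3 SD, cut at about 35% in these data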;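 note: 0% = DMSO alone and 100% = 100 µM mitoxantrone as full dye displacement; higher means more dye released from RNA so lower well fluorescence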
Numbers without * were called inactive; / = no result given. A portion of the library; the hit share may differ from the screen's.

Each structure is followed by: PRMT1 inh	TCR-CD3 inh	UHRF1 MBD2 ctr	GC-B act	NPR1 activator	ABHD4 inh	SIAE primary	MBD2 DNA inh	HTRA1 inhibitor	rCAG binder
> CCCC(=O)Nc1ccccc1N1CCN(C(=O)C(C)C)CC1
    -2.3	0.5	-1.1	3.3	4.1	0.9	-0.8	-4.9	6.0	-3.7
> Cc1ccc(Cl)cc1NC(=O)COc1ccccc1
    5.6	-0.2	2.1	-7.0	0.0	2.6	0.3	-0.7	-2.6	-0.7
> Cc1ccc(NC(=O)N2CCC(c3nc4c(nnn4Cc4c(F)cccc4Cl)c(=O)[nH]3)CC2)cc1
    -1.6	1.0	-2.2	-3.4	3.4	-5.2	-9.7	-0.8	-31.0	3.2
> O=C1COc2ccc(C(=O)c3ccccc3)cc2CN1
    -0.7	12.5	-2.7	5.0	2.6	3.1	0.6	-6.0	2.3	0.5
> COc1ccc(S(=O)(=O)NCC(=O)N(Cc2ccco2)C(C(=O)NC(C)(C)C)C(C)C)cc1 (stereo unspecified)
    -2.8	0.7	-3.5	0.6	0.2	3.5	-3.8	-1.9	-3.8	-3.7
> COc1ccc(-n2c(O)c(/C=N/NS(=O)(=O)c3cc(C)ccc3C)c3ccccc3c2=O)cc1OC
    -7.0	-81.4	-5.9	1.0	-3.4	5.2	-86.3	-5.7	-31.5	49.0*
> CCCCn1c(=O)cc(C)n(-c2ccccc2)c1=O
    1.7	6.7	-0.1	4.3	3.2	5.3	-3.3	-1.7	-1.8	-1.2
> Cn1c(SCc2ccccc2)nnc1-c1ccncc1
    -0.9	2.0	0.4	-5.0	5.2	-8.9	-8.1	3.1	-2.6	0.6
> NS(=O)(=O)c1cccc(NC(=O)COC(=O)CCC(=O)c2cccs2)c1
    0.9	3.4	0.2	6.6	-3.2	0.6	0.7	-3.6	-7.6	1.4
> COCCn1c(-c2ccc(Br)cc2)csc1=Nc1cccnc1
    -0.8	-5.3	1.7	-4.8	-0.3	-12.8	-3.8	-6.3	-8.4	0.6

3 of the entries above in order of the NPR1 activator value, lowest first.
molecule	NPR1 activator
COCCn1c(-c2ccc(Br)cc2)csc1=Nc1cccnc1	-0.3
COc1ccc(S(=O)(=O)NCC(=O)N(Cc2ccco2)C(C(=O)NC(C)(C)C)C(C)C)cc1 (stereo unspecified)	0.2
Cn1c(SCc2ccccc2)nnc1-c1ccncc1	5.2

Other compounds follow.
Each structure is followed by: PRMT1 inh	TCR-CD3 inh	UHRF1 MBD2 ctr	GC-B act	NPR1 activator	ABHD4 inh	SIAE primary	MBD2 DNA inh	HTRA1 inhibitor	rCAG binder
> CCOC(=O)c1nn(-c2ccc(C)cc2)c(=O)c2c(N)scc12
    19.4	-15.5	2.8	-0.2	-0.7	1.0	-9.3	0.7	2.9	9.2
> CCN1CCN(c2nc3ccccn3c(=O)c2/C=C(\C#N)S(=O)(=O)c2ccccc2)CC1
    12.1	-12.2	-3.2	-0.4	3.4	0.7	-10.2	-4.1	3.7	2.4
> C=CCn1c(COc2ccc(F)cc2)nnc1SCC(=O)NC(=O)NCc1ccco1
    8.0	-1.0	10.1	7.6	-2.0	4.0	-4.4	4.0	-10.4	2.0
> CCC(=O)Nc1cc2c(C)cc(=O)oc2cc1C
    -2.5	-0.5	2.7	6.5	2.8	2.2	-0.2	-5.1	-3.1	-2.2
> Cc1ccc(C2c3c(-c4ccccc4)n[nH]c3C(=O)N2c2ccccc2)cc1 (stereo unspecified)
    -2.3	2.3	-0.1	-11.9	-13.4	-21.3	-5.7	-1.7	/	3.7
> O=C(CCC(=O)c1cccs1)Nc1ccc(F)c(F)c1F
    -1.2	0.9	1.6	8.0	-1.4	6.9	-3.1	1.2	-5.8	12.2
> COc1ccc(CCN2CC(C#N)=C3c4cc(OC)c(OC)cc4CCN3C2)cc1OC
    2.1	-3.3	-2.0	2.3	2.5	6.0	13.8	7.6	1.3	0.5
> Oc1ccccc1CNCCCN1CCOCC1
    -2.2	2.8	-2.0	0.8	-0.3	5.1	8.6	3.6	5.1	2.1
> CCOC(=O)/C(C#N)=C/c1c(Oc2cccc(C)c2)nc2ccccn2c1=O
    1.7	-3.6	4.3	4.2	8.5	-3.4	-1.9	4.0	-0.6	-4.6
> CCC1CCC(c2nnc(-c3ccc(Br)cc3)o2)CC1 (stereo unspecified)
    1.8	-3.1	3.2	-2.8	3.4	2.7	-8.6	1.7	-0.2	-0.2
> OC(Cn1cncn1)(c1ccccc1)c1ccccc1
    -2.8	6.0	-0.6	-4.5	-3.2	1.9	8.0	-5.4	-7.4	0.0
> Cc1cccc(NC(=O)c2ccc(N(C)C3CCCCC3)c([N+](=O)[O-])c2)n1
    0.5	1.1	-2.2	-4.1	4.6	11.6	-15.1	-0.3	-20.1	0.9
> O=C(O)CC1(CC(=O)N2CCC(C(=O)O)CC2)CCCC1
    -1.2	-0.7	-1.1	1.9	1.9	4.2	-4.8	-5.3	1.6	1.1
> O=C(CN1CCN(c2ccccc2)CC1)Nc1ccc(F)cc1
    5.2	0.4	1.4	4.8	8.6	-5.2	-2.5	4.4	9.8	-3.3
> COc1ccc(CC(=O)Nc2ccc(-c3cn4ccccc4n3)cc2)cc1
    0.1	-4.2	7.3	-7.8	-3.9	-21.3	-3.3	1.6	-8.3	9.1
> CC1(C(=O)NS(=O)(=O)c2cccc(Cl)c2)CCN1C(=O)CC1CC1 (stereo unspecified)
    -1.6	-6.2	-0.5	-1.0	0.2	1.0	-0.3	-1.4	/	2.8
> O=C(CCN1CCN(c2ccccc2)CC1)Nc1ccccc1
    2.4	-2.2	1.1	-1.1	3.6	3.0	1.1	-0.6	4.8	-5.1
> COCCn1c(SCC(=O)Nc2nnc(C)s2)nnc1-c1ccco1
    -1.5	1.1	-0.8	-1.2	1.8	0.2	1.9	1.9	4.0	0.3
> Cc1ccc(C(=O)NCC(=O)OCC(=O)Nc2ccccc2[N+](=O)[O-])cc1
    -2.2	0.1	2.4	-2.0	0.9	11.3	2.1	4.3	4.7	-3.2
> CNc1nccc(-c2ccc(F)cc2)c1C#N
    0.3	6.9	0.0	2.5	2.4	1.1	-3.0	-1.9	2.3	-1.8
> CC(=O)Nc1ccc(C(=O)NNC(=O)c2cccs2)cc1
    -1.6	5.0	-3.2	5.2	4.0	0.2	-1.9	0.3	0.7	-2.7
> CCOC(=O)N1CCN(C(=O)c2ccc(C#CC3(O)CCCCC3)cc2)CC1
    3.7	-5.8	25.9*	0.4	5.6	5.6	-5.1	14.7*	-1.0	-7.5
> CCC(NC(=O)CNC(=O)c1ccc2c(c1)OCO2)c1ccc(Br)cc1 (stereo unspecified)
    -2.7	3.2	-0.1	-3.9	-0.8	-1.4	3.9	-3.0	-4.6	-3.3
> O=C(CN1CCN(C(=S)NC2CCCC2)CC1)Nc1ccc(Oc2ccccc2)cc1
    1.7	-3.5	1.9	1.0	3.6	-7.8	-0.3	4.3	-21.8	-2.5
> CCC(=O)N1CCc2cc(S(=O)(=O)CCC(=O)Nc3ccc(OC)c(OC)c3)ccc21
    -0.4	-1.2	2.1	0.3	1.8	-2.1	4.3	4.2	-0.1	-1.6
> CC1(C)CCc2cc(S(=O)(=O)N3CCN(S(=O)(=O)c4c(F)cccc4F)CC3)ccc2O1
    1.0	0.4	-1.3	-4.3	-3.7	9.0	-0.9	5.4	4.3	2.3
> CCOC(=O)c1c(C)[nH]c(C(=O)COC(=O)c2cccnc2Cl)c1C
    -2.7	5.0	-2.4	3.4	3.3	-10.2	1.4	1.7	1.7	-2.0
> COc1ccc(NC(=O)C(CCCCNC(=O)OC(C)(C)C)NC(=O)OCc2ccccc2)cc1 (stereo unspecified)
    1.0	-0.9	3.5	4.9	-3.1	1.1	7.5	2.4	-7.8	0.1
> O=C(N/N=C/C=C/c1ccccc1)c1ccc(Br)cc1
    -1.4	-6.8	0.8	1.2	-1.5	0.9	5.9	4.3	-0.5	-2.3
> C#CCOCCOCCOCCNc1nc(N2CCN(C(=O)[C@H]([C@@H](C)CC)n3cc(CCCN=C(N)N)nn3)CC2)nc(N2CCN(C(=O)[C@H](Cc3ccc(O)cc3)n3cc(CCO)nn3)CC2)n1
    -0.1	5.7	8.5	3.7	3.3	10.1	3.6	-1.1	-3.2	7.7
> Cc1ccc(CNC(=O)C2CCN(S(=O)(=O)c3cccs3)CC2)o1
    29.0*	-2.4	2.4	5.8	-0.4	3.7	1.7	-6.6	0.9	13.4
> CCOC(=O)c1cc(CC)sc1NC(=O)C(c1ccccc1)c1ccccc1
    -2.0	3.8	-0.3	-2.1	-1.4	-1.5	-4.8	2.4	-25.1	1.4
> Cc1cccc(-n2c(-c3ccccc3)c[nH]c2=S)c1C
    15.1	6.0	1.0	-3.6	-10.9	9.2	9.3	4.0	-0.4	4.5
> COc1ccc(OC)c(S(=O)(=O)N2CCN(Cc3ccccc3)CC2)c1
    1.0	6.8	-0.8	1.4	3.7	-4.1	-2.0	-0.8	4.5	-7.1
> OCCC1CN(Cc2cccc3nccnc23)CCN1C1CCCC1 (stereo unspecified)
    -1.4	-10.3	3.6	-1.6	-1.2	-12.4	6.4	1.7	6.8	-1.1
> CCC(=O)OCCCN1CCC2(CCCCC2)C1=O
    -3.5	/	0.7	-1.0	0.1	-2.0	1.7	-6.9	/	/
> O=C(NCCCO)C(=O)NCC1OCCCN1S(=O)(=O)c1cccs1 (stereo unspecified)
    -2.7	5.4	-2.8	9.3	-0.5	3.2	2.7	3.9	4.8	-1.4
> Cc1cc2c(s1)c1cnn(Cc3c(Cl)ccc(C)c3F)c(=O)c1n2C
    -1.4	/	-0.5	-9.1	1.7	0.7	2.8	1.3	/	/
> Cc1cc(O)c(Oc2cc(C)cc(O)c2O)c(O)c1
    37.6*	12.8	1.4	2.5	-0.1	29.0	5.5	-0.2	63.8*	13.8
> CC(NC(=O)c1ccc2c(c1)OCO2)C1CCCO1 (stereo unspecified)
    -2.6	-2.1	-1.3	4.2	6.8	-0.9	4.7	2.2	1.0	-1.6
